# Screening data (PubChem)
# GoLoco inh red: blocks human Gai1 binding to RGS12 GoLoco peptide, red readout; P63096; 0.44% of 230,000 active; Potency, µM (titrated, usually from 61.6 µM), inactives show at the top dose activity, negative = inhibition, most hits filed as inhibitors; Gai1:RGS12 GoLoco peptide FP, rhodamine, 10 min; active means well fitted inhibition curve with a large enough effect, not every such curve was filed as active; inactive means no such curve, though single readings can be large or run the other way; further: on the % scale 0 is the no-effect control and ±100 the full control effect; nearly all actives have a fitted effect of over 30% in size; many of its hits are not listed in these tables
# Target sequence (P63096 whole entry, looked up): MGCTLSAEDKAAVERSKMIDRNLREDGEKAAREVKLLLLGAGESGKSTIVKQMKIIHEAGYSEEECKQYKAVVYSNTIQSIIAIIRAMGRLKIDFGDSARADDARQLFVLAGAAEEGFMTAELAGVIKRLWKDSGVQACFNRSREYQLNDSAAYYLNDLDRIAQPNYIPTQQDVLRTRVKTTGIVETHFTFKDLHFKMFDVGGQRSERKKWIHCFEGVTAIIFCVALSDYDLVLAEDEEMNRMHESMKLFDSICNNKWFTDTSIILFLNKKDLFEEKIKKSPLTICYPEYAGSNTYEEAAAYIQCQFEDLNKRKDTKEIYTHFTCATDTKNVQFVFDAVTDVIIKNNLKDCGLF
# HttQ103 aggreg: inhibitors of mutant huntingtin aggregate formation in PC12 cells; PC12 HttQ103-GFP aggregates, Acumen cytometry, 40 h; Potency, µM (titrated, usually from 46.1 µM), for inactives: at the top dose activity change, negative = inhibition, most hits filed as inhibitors; 1.1% of 220,000 active; AID 1688; further: on the % scale 0 is the no-effect control and ±100 the full control effect; nearly all actives have a fitted effect of over 60% in size
#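 PC12 cells with ecdysone-inducible HTT exon1 Q103-GFP, induced by 100 nM tebufenozide, given compounds in a concentration series. GFP aggregates (1–25 um, 6 SD above background) counted in lysates by laser-scanning cytometry, 488 nm excitation.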
# GAA inh: alpha-glucosidase (human) inhibition | P10253 | purified human GAA, 4-MU-alpha-glucoside fluorescence | Potency, µM (top dose mostly 76.9 µM), without a hit: at the highest dose activity change, negative = inhibition, most hits filed as inhibitors | 0.005% of 200,000 active;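 further: plate controls were uninhibited enzyme wells for no effect and no-enzyme background for full effect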
#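 Compounds are titrated up to 77 uM against 4 nM human enzyme. Substrate 4-methylumbelliferyl-alpha-D-pyranoside (400 uM) reacts 20 min at room temperature in pH 5.0 buffer; liberated 4-methylumbelliferone is read at 440 nm.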
# IMPase Li cell: IMPase inhibition in cells with lithium potentiation; CHO-M1 cells, IP1 TR-FRET (IP-One), carbachol + lithium; AID 1457; Potency, µM (series often up to 59.4 µM), without a hit: at the highest dose activity, negative = IMPase inhibition, actives largely listed as inhibitors; 0.35% of 210,000 active;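 further: IP1 builds up when IMPase is blocked and the TR-FRET signal falls; plate controls were basal vehicle for no effect and high inhibitor control for full effect; nearly all actives have a fitted effect of over 50% in size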
#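 Steps: plate 2000 CHO-M1 cells per well and culture 16–30 h; add compound and lithium; incubate 30 min, 37C; add d2-IP1 tracer and Eu cryptate anti-IP1 antibody in lysis buffer; read after 10 min at room temperature.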
# HTT cytoprotect: protects HTT-Q103 PC12 cells, measured by ATP. PC12 HTT-Q103 induced, cytoprotection, ATP luminescence, 40 h. Potency, µM (series often up to 56.4 µM), without a hit: cytoprotection (ATP increase), usual class: activators. 0.14% of 230,000 active;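 further: % of control where 0% means no effect; nearly all actives have a fitted effect of over 45% in size; toxic huntingtin expression switched on by the ecdysone agonist tebufenozide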
#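 Stable PC12 Q103-GFP cells in serum-supplemented, phenol red-free DMEM; induction by tebufenozide at 100 nM final; compound dose series; cell viability quantified luminescently from ATP.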
# aGlu spleen mod: lysosomal alpha-glucosidase (human) modulation; human spleen homogenate, 4-MU-alpha-glucoside fluorescence; Potency, µM (titrated, usually from 79.9 µM), for the others: at the highest dose activity change, negative = inhibition, most hits filed as inhibitors; 0.006% of 240,000 active;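 further: 0% = enzyme with vehicle and -100% = no enzyme basal signal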
#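 Enzyme source: human spleen homogenate, 1 ug/well. Buffer 50 mM citric acid/K phosphate pH 5.0, 0.01% Tween-20. 4-MU-alpha-glucoside 1 mM; 37 C x 40 min; NaOH/glycine stop; fluorescence.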
# GAA glycogen: inhibitors or activators of human alpha-glucosidase glycogen cleavage. P10253. 0.38% of 300,000 active. AID 2100. recombinant GAA, glycogen substrate, Amplex Red glucose oxidase fluorescence. Potency, µM (doses to about 76.4 µM), inactives show top-dose activity change, negative = inhibition, usual class: inhibitors;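 further: 0% = full enzyme reaction and -100% = no-enzyme basal signal; the screen sought inhibitors and activators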
#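 Natural-substrate format: glycogen cleavage by 4 nM human enzyme, glucose read by Amplex Red coupling (Ex 573, Em 610 nm). Normalized to enzyme and no-enzyme controls.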
# Starred values were filed as active, the others as inactive; ? = inconclusive; . = no result given; [ ] = dose if it differs, or a comment. Unless noted, the call rests on the fitted dose curve; in most records, active means well fitted curve in the direction sought with a large enough effect; inconclusive means small, poorly fitted or top-dose-only effect, or another doubt; inactive means no such curve, though single readings can be large; an effect the other way counts as inactive or inconclusive. Potency means the concentration at half of the fitted maximal effect. Only part of the results is shown; rates above refer to the full screens.
SMILES,GoLoco inh red,HttQ103 aggreg,GAA inh,IMPase Li cell,HTT cytoprotect,aGlu spleen mod,GAA glycogen
CCCCN1C(=O)C2ON(c3ccccc3C)C(c3ccco3)C2C1=O (centres undefined),-8%,-19%,-14%,50%[activator][38.3 µM],3%[10 µM],-6%,-6%
O=C(Cc1ccc(Cl)c(Cl)c1)OCC(=O)c1ccc[nH]1,29%,13%,?,-4%[38.3 µM],-1%[10 µM],3%,-4%
Cc1ccc(CNC(=O)c2ccc3nc4[nH]c5ccccc5c4nc3c2)cc1,13%,-10%,0%,18%,-17%[10 µM],-3%,8%
Nc1nc(CSCCO)nc(Nc2ccc(F)cc2)n1,8%,4%,3%,-6%,3%[10 µM],-18%,4%
CC(O)CNc1nc2ccccc2n1-c1ncnc2sc3c(c12)CCC3 (centres undefined),-2%,-33%,-4%,31%[activator][38.3 µM],-17%[10 µM],6%,4%
CCOc1ccc2oc(=O)cc(C)c2c1,0%,-9%,3%,13%[38.3 µM],6%[10 µM],-2%,3%
O=C(O)c1ccc2c(c1)C(=O)N(C(Cc1ccc(O)cc1)C(=O)O)C2=O (centres undefined),3%,4%,-5%,4%[38.3 µM],0%,-10%,4%
COc1cc(CNCCN2CCOCC2)ccc1OCC(=O)NC(C)(C)C,-6%,4%[9.22 µM],5%,16%,-17%,2%,15%
Cc1cc(-n2c(=O)c(C#N)cc3c(=O)n4cccc(C)c4nc32)no1,5%,22%,?,-3%[38.3 µM],-10%[0.074 µM],?,10%
COc1ccccc1N1CCN(C(=O)CN2C(=O)c3ccccc3C2=O)CC1,-9%,6%,-2%,5%,-31%,-2%,19%
Cc1ccc(S(N)(=O)=O)cc1NC(=O)/C=C/c1ccc2c(c1)OCO2,1%,-12%,-2%,2%,-72%[inhibitor],-22%,6%
Cc1ccc(-n2nnnc2SCC(=O)N2CC(=O)Nc3ccccc32)cc1,17%,7%,-7%,66%[activator][38.3 µM],-6%,-10%,4%
CCC(=O)Nc1cccc(-c2cnc3ccccc3n2)c1,12%,2%,-9%,11%[38.3 µM],-13%[10 µM],1%,-9%
CC(C)Cc1nc(SCC(=O)NCc2ccccc2)n[nH]1,-20%,?,-11%,28%[38.3 µM],7%[0.074 µM],12%,-9%
O=C(NC1CCCCC1)N1CCC(c2nc3ccccc3[nH]2)CC1,6%,-10%,-2%,26%[38.3 µM],-14%[10 µM],-18%,-1%
COc1cc(/C=C(/C#N)c2nc3ccccc3[nH]2)ccc1Oc1ncccc1[N+](=O)[O-],4%,-5%,4%,0%[38.3 µM],-36%,-9%,2%
O=C(NCc1ccco1)c1ccc(=O)oc1,.,-11%,-3%,.,-4%,0%,0%
CCOC(=O)c1c(NC(=O)C2c3ccccc3Oc3ccccc32)sc(C(N)=O)c1C,5%,-14%,-2%,34%[38.3 µM],-29%,1%,-2%
COc1ccc(CNC(=O)c2ccc(NC(=O)C3CCCO3)cc2)cc1 (centres undefined),7%,-12%,?,12%[38.3 µM],7%[1.9 µM],-7%,3%
O=C(c1cnc2n(c1=O)CCS2)N1CCCc2ccccc21,9%,-6%,5%,16%,10%[10 µM],2%,-7%
CCCCC(CCC(=O)O)(C(=O)OCC)c1csc(N)n1 (centres undefined),1%,2%[9.22 µM],7%,-18%[38.3 µM],-15%,-14%,-1%
O=C(O)Cn1ncc2ccccc2c1=O,2%,5%[9.22 µM],7%,-5%,14%[10 µM],1%,15%
Cc1cc(C(=O)N/N=C/c2ccc(-c3cccc(Cl)c3Cl)o2)n[nH]1,18%,-9%,4%,4%,7%[10 µM],0%,13%
N#Cc1ccc(CSc2nnc(-c3cccnc3)o2)cc1,11%,-1%[9.22 µM],5%,4%,16%[10 µM],1%,13%
C[C@H]1CN=C2N(CCNC(=O)CCC3CCCCC3)[C@H](Cc3ccc(O)cc3)CN21,7%,8%[9.22 µM],.,13%,-1%[10 µM],-3%,7%

# 3 compounds already listed, sorted by the value under aGlu spleen mod, ascending:
SMILES | GoLoco inh red | HttQ103 aggreg | GAA inh | IMPase Li cell | aGlu spleen mod
COc1ccc(CNC(=O)c2ccc(NC(=O)C3CCCO3)cc2)cc1 (centres undefined) | 7% | -12% | ? | 12%[38.3 µM] | -7%
C[C@H]1CN=C2N(CCNC(=O)CCC3CCCCC3)[C@H](Cc3ccc(O)cc3)CN21 | 7% | 8%[9.22 µM] | . | 13% | -3%
COc1cc(CNCCN2CCOCC2)ccc1OCC(=O)NC(C)(C)C | -6% | 4%[9.22 µM] | 5% | 16% | 2%

# Additional results.
SMILES,GoLoco inh red,HttQ103 aggreg,GAA inh,IMPase Li cell,HTT cytoprotect,aGlu spleen mod,GAA glycogen
CCOc1cc(/C=C/c2cc(C(=O)O)c3ccccc3n2)ccc1O,2%,-9%,-4%,4%,15%[10 µM],-9%,5%
COc1ccc(OC)c(C2=NOC(C(=O)Nc3c(C)n(C)n(-c4ccccc4)c3=O)C2)c1 (centres undefined),7%,-29%[9.22 µM],.,.,7%,2%,12%
CCOC(=O)C(=O)CC(=O)c1ccc2c(c1)OCCO2,6%,13%,6%,-2%,-13%,0%,7%
CC1(C)CC(=O)C2=C(C1)NCN(Cc1ccc3c(c1)OCO3)C2,7%,15%,-1%,-14%[38.3 µM],10%,-5%,0%
Cc1ccccc1CN(c1ccc(C(=O)Nc2ccccc2C(=O)N2CCCC2)cc1)S(C)(=O)=O,-11%,9%,-4%,32%[38.3 µM],-13%,-3%,-1%
O=c1[nH]c(/C=C/c2cccc3ccccc23)nc2ccccc12,17%,-6%[9.22 µM],?,-8%,-8%[10 µM],2%,-2%
O=C(CCC(=O)OCc1ccc([N+](=O)[O-])cc1)Nc1ccccc1Cl,170%[activator],-9%,-1%,-11%,-55%[inhibitor],0%,-4%
CCOC(=O)C1(CCOc2ccccc2)CCN(Cc2cccc(-n3cccn3)c2)CC1,5%,-9%[9.22 µM],3%,25%,-2%[10 µM],2%,-5%
COc1ccc2c(c1)CC/C(=C\C=C\c1ccccc1OC)C2=O,34%[activator],-12%,4%,-1%,-11%[10 µM],2%,-22%
Cc1cc(C)c2c(SCc3ccc(Cl)cc3Cl)nc(N)nc2n1,5%[14.2 µM],.,.,8%,0%[10 µM],.,.
c1ccc(CSc2nnc(-c3ccco3)n2Cc2ccccc2)cc1,-5%,-14%,-16%,31%[38.3 µM],-11%[0.074 µM],1%,-5%
CCCn1nc2cc(C(=O)NCc3ccc(C)cc3)ccc2c1OC,15%,25%,3%,2%[38.3 µM],-3%,-5%,-4%
CC(=O)c1c(C)[nH]c(C(=O)OCn2nnc3ccccc3c2=O)c1C,.,-1%,4%,.,5%[10 µM],-3%,-3%
Cc1ccc(Nc2c(-c3ccccn3)nc3cc(C)ccn23)cc1,3%,7.9µM*,-9%,13%,-116%[inhibitor],-3%,?
CC(=O)N1C(=S)NC(=O)/C1=C1/C(=O)N(CC(=O)Nc2cccc(C)c2)c2ccccc21,-4%,-25%,4%,-4%,.,-11%,2%
COCCCNC(=O)CC(NS(=O)(=O)c1ccc(Cl)cc1)c1ccc(OC)cc1 (centres undefined),8%,14%,-17%,12%[38.3 µM],-15%,-4%,4%
O=C1NC(c2ccc(Br)cc2)Nc2sc3c(c21)CCC3 (centres undefined),21%,11%,-2%,-8%[38.3 µM],-4%,3%,-15%
C[C@H](CC[C@@H]1OC1(C)C)C1CC[C@H]2[C@@H]3CC=C4C[C@@H](O)CC[C@]4(C)[C@H]3CC[C@]12C (some centres undefined),-7%,.,.,-7%,-2%,2%,.
Cc1cc(NC(=O)CSc2nc3c(c(-c4cccnc4)c2C#N)CCC3)no1,3%,25%,-3%,?,1%[10 µM],-11%,-8%
N#C/C(=N\O)c1nc2ccccc2[nH]1,11%,11%,-3%,-7%,.,-4%,3%
COc1ccc(OC)c(NC(=S)NCc2ccccc2OC)c1,9%,15%[9.22 µM],3%,3%,-2%,3%,-7%
CN(C)c1ccc(-c2noc(C3CCN(S(=O)(=O)c4cccc(Cl)c4)CC3)n2)cc1,11%,-12%,-4%,6%[38.3 µM],-6%,-12%,-8%
CCN(CCCNC(=O)c1[nH]c(C)c(C(C)=O)c1C)c1cccc(C)c1,1%,-8%,2%,17%[38.3 µM],-28%,-1%,-6%
Cc1ccc(CON=C2CCN(c3ncc(C(F)(F)F)cc3Cl)CC2)cc1,2%,-11%,3%,4%[38.3 µM],9%,-19%,2%
CC(NC(=O)c1ccc(=O)oc1)c1ccccc1 (centres undefined),-4%,?,-11%,18%[38.3 µM],-9%,-11%,1%

# More compounds.
SMILES,GoLoco inh red,HttQ103 aggreg,GAA inh,IMPase Li cell,HTT cytoprotect,aGlu spleen mod,GAA glycogen
Cc1ccc(C)c(C(=N)c2ccccc2Cc2ccccc2)c1,10%[14.2 µM],.,.,0%,10%[10 µM],.,.
COCCNC(=O)C1CCC(=O)N(c2ccc(OC)cc2)C1c1ccc(OC)c(OC)c1 (centres undefined),8%,-4%[9.22 µM],1%,24%[38.3 µM],7%,0%,3%
CCC(=O)Nc1ccc(S(=O)(=O)Nc2ncccn2)cc1,-6%,8%,1%,3%[38.3 µM],-4%[10 µM],-3%,3%
Cc1ccc(NC(=O)c2snc3c(=O)[nH]cnc23)cc1C,-22%,-1%[9.22 µM],4%,22%[38.3 µM],-4%,-8%,4%
Cc1ccn(CCC(=O)O)n1,6%,1%[9.22 µM],.,-3%,7%[10 µM],10%,12%
CCC(C)(C)NC(=O)C(c1cccn1C)N(Cc1ccccc1)C(=O)Cn1nnc2ccccc21 (centres undefined),-4%,-3%,7%,-6%[38.3 µM],-9%,-6%,-11%
CC(OC(=O)c1oc2ccccc2c1CSC1CCCCC1)C(=O)NC(N)=O (centres undefined),-1%,?,-1%,1%,-44%[10 µM],-10%,5%
COc1ccc(C(=O)OCC(=O)Nc2cc(C)on2)cc1S(=O)(=O)N1CCOCC1,0%,4%,-1%,-20%[38.3 µM],-2%,-7%,1%
COc1ccc(CNC(=O)c2ccc3c(=O)n(CCCN4CCCC4=O)c(=S)[nH]c3c2)cc1,7%,-11%,7%,6%,-25%,-6%,-1%
COC(=O)CC1=C(C)C(=O)CC2C(C)(C)CCCC12C (centres undefined),-12%,-4%,3%,4%[38.3 µM],13%[10 µM],3%,-3%
O=C(N/N=C/c1cccc([N+](=O)[O-])c1)c1ccc2nc[nH]c2c1,86%[activator],-15%,3%,36%[activator][38.3 µM],16%[10 µM],3%,10%
Cc1ccc(S(=O)(=O)C2CCOC2=O)cc1 (centres undefined),-6%,-9%,-4%,38%[activator][38.3 µM],-9%,6%,-11%
CCCCn1nnc(NC(=O)c2ccco2)n1,-6%,-2%,-13%,9%,-18%[0.074 µM],-10%,-6%
